# FBA Mtb inh: inhibitors of M. tuberculosis fructose-bisphosphate aldolase. P9WQA3. purified M. tuberculosis FBA, fluorescence read-out. inhibition, % at 1 µM. 360,000 tested, 2.3% active; in the data active means inhibition above about 27%;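 further: 0% = vehicle and 100% = reference inhibitor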
# Target sequence (P9WQA3 whole entry, looked up): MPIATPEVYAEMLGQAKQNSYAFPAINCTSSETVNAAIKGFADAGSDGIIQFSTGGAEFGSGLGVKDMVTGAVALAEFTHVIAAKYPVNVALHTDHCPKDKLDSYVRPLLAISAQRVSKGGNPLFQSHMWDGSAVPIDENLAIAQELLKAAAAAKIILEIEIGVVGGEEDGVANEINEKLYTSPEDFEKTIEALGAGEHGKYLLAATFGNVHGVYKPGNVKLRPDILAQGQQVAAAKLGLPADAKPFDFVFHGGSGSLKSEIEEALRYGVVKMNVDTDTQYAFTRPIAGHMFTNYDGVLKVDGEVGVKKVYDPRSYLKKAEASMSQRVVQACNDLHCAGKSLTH
# Rv3671c protease: Rv3671c (M. tuberculosis) protease inhibition; AID 2606; P9WHR9; 320,000 tested, 0.048% active; inhibition, % at 5.96 µM; in the data active means inhibition above about 38%;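 further: extracellular domain of Rv3671c used as enzyme; 0% = enzyme with DMSO and 100% = no enzyme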
# Target sequence (P9WHR9 whole entry, looked up, the tested form may be a part): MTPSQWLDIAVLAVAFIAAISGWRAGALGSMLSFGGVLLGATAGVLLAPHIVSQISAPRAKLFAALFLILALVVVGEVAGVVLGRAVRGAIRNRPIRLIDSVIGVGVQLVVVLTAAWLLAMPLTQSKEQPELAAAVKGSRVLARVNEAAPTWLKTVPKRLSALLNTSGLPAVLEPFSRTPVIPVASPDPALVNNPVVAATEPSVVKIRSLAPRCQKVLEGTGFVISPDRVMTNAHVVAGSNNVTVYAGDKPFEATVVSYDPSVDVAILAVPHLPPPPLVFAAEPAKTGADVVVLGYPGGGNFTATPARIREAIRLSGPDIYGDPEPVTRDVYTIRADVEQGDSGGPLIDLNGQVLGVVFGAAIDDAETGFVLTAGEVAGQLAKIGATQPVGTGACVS
# GDH-TPI counter: GDH-TPI coupled enzyme inhibition counter-screen; 360,000 tested, 1.2% active; AID 588335; inhibition, % at 4.8 µM; GDH-TPI coupled enzyme counterscreen, NADH absorbance; in the data active means inhibition above about 30%;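 further: 0% = DMSO wells and 100% = wells lacking the enzyme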
# PriA SSB inh: K. pneumoniae PriA-SSBct interaction inhibition | 430,000 tested, 0.6% active | inhibition, % at 33 µM | AlphaScreen SSBct-PriA binding, biotinylated peptide; in the data active means inhibition mostly above about 37%, no sharp cut-off; inactive means mostly below about 20%;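 further: plate controls were negative control peptide for no effect and reference peptide for full effect; strong numbers were not always called active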
# BioA inh: blocks M. tuberculosis BioA enzyme activity. purified M. tuberculosis BioA enzyme, plate reader. inhibition, % at 9.99 µM. 360,000 tested, 0.096% active; in the data active means inhibition above about 40%
# MazF activator: MazEF (E. coli) toxin RNase activation | P0AE70 | 350,000 tested, 0.32% active | FAM/BHQ RNA-DNA oligo cleavage fluorescence, 5 h | activation, % at 20 µM; in the data active means activation above about 50%
# Target sequence (P0AE70 whole entry, looked up): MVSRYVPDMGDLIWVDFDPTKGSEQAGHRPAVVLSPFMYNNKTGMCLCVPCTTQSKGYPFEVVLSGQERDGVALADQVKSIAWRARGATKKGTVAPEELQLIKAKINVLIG
# SARS 3CLpro inh: SARS-CoV 3CLpro protease inhibition | P0C6X7 | 290,000 tested, 0.14% active | AID 1706 | recombinant SARS-CoV 3CLpro, quenched FRET peptide cleavage | inhibition, % at 6 µM; in the data active means inhibition above about 12%
# UGM FP inh: inhibitors of M. tuberculosis UDP-galactopyranose mutase | P9WIQ1 | purified UGM, fluorescence polarization probe displacement | inhibition, % at 10 µM | 320,000 tested, 0.06% active | AID 504406; in the data active means inhibition above about 10%, passing the limit was not always enough
# VHR inh abs: inhibitors of human VHR1 phosphatase (DUSP3); P51452; recombinant VHR phosphatase, pNPP absorbance; inhibition, % at 13.3 µM; 290,000 tested, 0.52% active; in the data active means inhibition above about 50%; further: some compounds called inactive have numbers as strong as hits
# Target sequence (P51452 whole entry, looked up): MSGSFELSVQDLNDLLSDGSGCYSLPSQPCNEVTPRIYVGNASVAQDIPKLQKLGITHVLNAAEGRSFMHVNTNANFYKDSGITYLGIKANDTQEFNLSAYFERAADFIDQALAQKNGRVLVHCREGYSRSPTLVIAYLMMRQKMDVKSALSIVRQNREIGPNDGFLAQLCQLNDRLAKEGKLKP
# Vc quorum ag: inducers of Vibrio cholerae quorum light production without autoinducers | V. cholerae BH1578 lux reporter, luminescence, 6 h | activation, % at 18.7 µM | 350,000 tested, 0.16% active | AID 588436; in the data active means activation mostly above about 9.7%, no sharp cut-off; further: not every result past the cut was called active; inactives centre near 0; reference of the scale not given here
# An asterisk follows results filed as active; i = inactive; nt = not tested or not shown; + = active, no number; & = joins results of further samples. An excerpt; the hit share may differ from the screen's.
SMILES,FBA Mtb inh,Rv3671c protease,GDH-TPI counter,PriA SSB inh,BioA inh,MazF activator,SARS 3CLpro inh,UGM FP inh,VHR inh abs,Vc quorum ag
CC1CCCC(NC(=O)c2ccc(F)c(S(=O)(=O)N3CCOCC3)c2)C1C (centres undefined),-2,1,0,-11,nt,-6,nt,2.5,nt,-2.8
O=C(COc1ccccc1Cl)Nc1ccc(N2CCCC2)cc1,0,-11,6,38,-1.0,-4,5,-0.1,28,-0.7
CCc1n[nH]c2c1/C(=N/O)CCC2,0,-2,-6,nt,0.1,8,-7,-0.1,4,-0.2
O=C(CN1C(=O)NC2(CCCC2)C1=O)Nc1ccccc1-c1ccccc1,-4,-1,-4,1,-1.1,-9,4,0.6,3,-0.4
S=C(Nc1ccccc1)N1CCC(C2CCN(C(=S)Nc3ccccc3)CC2)CC1,nt,9,nt,1,nt,1,-2,-3.0,27,nt
COc1cccc(CN(C)C(=O)C2CCN(S(=O)(=O)c3cccs3)CC2)c1OC,0,3,-5,-16,0.2,-2,nt,0.0,nt,i
C=CCC1(CC=C)CCCN1C(=O)Cn1nnnc1CN(C)C(C)C,-3,2,9,-2,-0.1,9,6,1.1,8,-1.8
COc1ccc(-c2noc(-c3ccccc3C(=O)N3CCOCC3)n2)cc1,-1,5,10,-15,-1.5,10,-1,-0.3,31,-0.4
CCOc1ccc(-n2c(SCc3ccc(C#N)cc3)nnc2-c2cccnc2)cc1,3,-2,3,3,4.7,-15,3,-1.3,14,2.8
Cc1nnc(SCC(=O)Nc2ncc(Cl)cc2Cl)n1Cc1ccccc1,1,1,-3,-11,1.7,-4,-1,0.2,30,nt
CCCCn1cnc2c(cnn2-c2ccc(F)cc2)c1=O,4,4,-5,-28,1.3,12,2,2.5,10,i
CCCCNCC(=O)Nc1ccc(NC(=O)CNCCCC)cc1,-1,5,-2,-11,2.8,3,1,0.3,27,i
Cc1sc2nc(CN3CCOCC3)nc(Oc3ccc(NC(=O)c4ccco4)cc3)c2c1C,2,-8,-4,10,1.1,1,6,-0.2,-14,0.8
Cc1cccc(NC(=O)CSc2nnc(CCNC(=O)OC(C)(C)C)o2)c1C,-3,-5,1,-11,nt,2,3,-2.3,9,-1.0
CC(C)C(=O)NC(c1ccc(N(C)C)cc1)c1c(O)ccc2ccccc12 (centres undefined),-1,0,17,-3,-1.0,-2,0,-0.1,-9,i

# In the list so far, seven contain sulfur.
SMILES,FBA Mtb inh,Rv3671c protease,GDH-TPI counter,PriA SSB inh,BioA inh,MazF activator,SARS 3CLpro inh,UGM FP inh,VHR inh abs,Vc quorum ag
CC1CCCC(NC(=O)c2ccc(F)c(S(=O)(=O)N3CCOCC3)c2)C1C (centres undefined),-2,1,0,-11,nt,-6,nt,2.5,nt,-2.8
S=C(Nc1ccccc1)N1CCC(C2CCN(C(=S)Nc3ccccc3)CC2)CC1,nt,9,nt,1,nt,1,-2,-3.0,27,nt
COc1cccc(CN(C)C(=O)C2CCN(S(=O)(=O)c3cccs3)CC2)c1OC,0,3,-5,-16,0.2,-2,nt,0.0,nt,i
CCOc1ccc(-n2c(SCc3ccc(C#N)cc3)nnc2-c2cccnc2)cc1,3,-2,3,3,4.7,-15,3,-1.3,14,2.8
Cc1nnc(SCC(=O)Nc2ncc(Cl)cc2Cl)n1Cc1ccccc1,1,1,-3,-11,1.7,-4,-1,0.2,30,nt
Cc1sc2nc(CN3CCOCC3)nc(Oc3ccc(NC(=O)c4ccco4)cc3)c2c1C,2,-8,-4,10,1.1,1,6,-0.2,-14,0.8
Cc1cccc(NC(=O)CSc2nnc(CCNC(=O)OC(C)(C)C)o2)c1C,-3,-5,1,-11,nt,2,3,-2.3,9,-1.0

# More compounds:
SMILES,FBA Mtb inh,Rv3671c protease,GDH-TPI counter,PriA SSB inh,BioA inh,MazF activator,SARS 3CLpro inh,UGM FP inh,VHR inh abs,Vc quorum ag
Cc1ccc(CN2CC[C@H]3C=CCc4cccc(c43)C2)cc1,2,-1,1,14,-0.6,-7,nt,1.7,nt,-0.1
CCC1CCCCN1CCCNC(=O)Cn1nc(-c2ccccc2)ccc1=O (centres undefined),4,-2,6,1,-6.8,-11,-1,2.4,26,-1.8
Cc1ccc2c(CC(=O)OCc3csc(C)n3)coc2c1,2,-6,7,-33,1.5,-1,-1,0.0,18,3.1
CCOC(=O)c1ccc(CSc2nnc(N)s2)cc1,-3,3,16,-10,-0.4,2,-4,4.7,6,i
CCCn1nnc(NC(=O)c2ccc(-c3ccccc3)cc2)n1,-2,3,-7,-12,-0.5,-1,-8,1.2,11,-8.3
Cc1cc(C)nc(NS(=O)(=O)c2ccc(NC(=O)c3ccccc3[N+](=O)[O-])cc2)n1,0,0,7,-1,2.7,5,-5,2.7,-8,0.7
CCNc1nc(-c2ccc(Cl)cc2)cs1,2,2,-4,13,-0.9,-3,4,1.0,8,i
Cc1cc(NCCCn2ccnc2)n2nc(-c3ccc(F)cc3)cc2n1,17,0,2,15,nt,2,2,1.8,25,-3.2
Cc1cc(-c2nc3cccnc3s2)ccc1NS(=O)(=O)c1cccs1,+,6,42*,-11,-0.1,4,-5,0.7,-2,-0.6
O=C(O)CSc1c2c(nc3cc(C(=O)N4CCCC4)ccc13)CCCC2,6,-9,2,-9,nt,-7,1,1.8,1,i
COc1ccc(CC(=O)N[C@@H](C)C(=O)N2CCC3(CC2)NCCc2[nH]cnc23)cc1,0,1,1,-6,-0.6,0,-1,1.2,40,-0.2
CC(C)CC1c2[nH]c3ccccc3c2CCN1C(=O)c1cnccn1 (centres undefined),nt,4,nt,6,nt,2,7,1.1,31,nt
O=C(CSc1nnc(COc2ccc(Cl)cc2)o1)OC1CCCCC1,-2,10,-6,-16,2.4,-2,-4,1.2,5,i
COC(=O)c1cn(-c2ccccc2)nc1-c1ccncc1,5,-12,13,-16,0.5,-1,7,-1.1,38,i
CSCCC(NS(=O)(=O)c1ccccc1)C(=O)OCc1nc2ccsc2c(=O)[nH]1 (centres undefined),3,-1,8,-10,-0.8,0,nt,0.7,nt,-1.0
CCOc1ccc(C(=O)COC(=O)c2nn(CC)c(=O)c3ccccc23)cc1,3,-3,-7,-9,0.5,-4,nt,1.3,nt,5.0
CCOc1ccc(CN(C)c2nc(-c3cccnc3)nc3ccccc23)cc1OC,7,0,14,5,12,-28,0,0.7,7,-0.3
O=C(O)c1ccc(CSCc2ccccc2)o1,1,nt,8,nt,-3.3,-10,nt,nt,nt,-5.3
CCN(c1cccc(C)c1)C1C(=O)c2ccccc2N1C(C)=O (centres undefined),2,-1,1,10,1.1,4,2,1.3,18,-0.5
COc1ccc(-n2nc([N+](=O)[O-])c(=NCCc3cccc(C)c3)n2O)cc1,-2,-4,4,3,nt,2,5,-0.2,12,1.3
COc1ccc(CN(C)CC(=O)NC(=O)NCc2ccccc2)c(OC)c1,4,2,3,-27,nt,5,0,0.4,-10,-0.2
O=C1CC(c2ccco2)Sc2nc3ccccc3n21 (centres undefined),0,0,12,6&-5,0.8,1,3,3.4,46,-3.2
Cc1ccc(OCCOCCNC(C)C)c(Br)c1,4,-10,9,-13,-2.7,2,-6,0.0,17,i
COc1ccc(CCNC(=O)c2cc(=O)n(C)c(=O)n2C)cc1OC,1,-5,0,1,nt,-1,-7,-3.9,12,-0.2
COc1ccc(NS(=O)(=O)c2cccc(NC(=O)c3cnccn3)c2)cc1Br,0,-33,2,-3,21,0,-2,2.2,10,i
COc1cccc(/C=N/Nc2ncnc3scc(-c4ccccc4)c23)c1OC,5,-2,41*,nt,-1.7,-6,4,-0.4,2,i
CC(C)NC(=O)c1sc(=S)n2c1[nH]c(=O)c1ccc(C(=O)NCCc3ccc(Cl)cc3)cc12,4,6,3,0,-3.3,4,-6,3.3,23,-0.2
Cc1cc(NC(=O)c2ccco2)no1,2,3,-3,5,-1.6,-2,1,0.4,33,i
Cc1ccc(OCC(=O)NN2C(=O)c3ccccc3C2=O)c(C)c1,-1,9,-6,-34,1.8,-1,6,-1.3,13,i
CC(=O)C(C)Oc1ccc(Cc2ncc(C(F)(F)F)cc2Cl)cc1 (centres undefined),-1,-5,4,-19,nt,-8,6,-2.0,12,-0.4
Cc1ccc(SCC(=O)N2c3ccccc3Sc3ccccc32)cc1,2,-12,-5,-11,-0.8,-5,-3,-0.2,24,i
N#CNC(=Nc1cccc(Cl)c1)Oc1ccccc1,3,5,-3,-12,0.1,-18,2,0.4,16,0.1
CCN(CC)S(=O)(=O)c1cc(NC(=O)C(C)OC(=O)c2[nH]c(C)c(C(C)=O)c2C)ccc1C (centres undefined),-1,-40,-1,4,6.0,-5,4,0.5,5,-0.4
CN(C(=O)CSc1cc(Cl)ccc1Cl)C1CCS(=O)(=O)C1 (centres undefined),2,3,7,-6,-1.5,6,nt,-3.4,nt,4.3
CCN(CC)CCCNC(=O)c1nn(-c2cccc(OC)c2)c(=O)c2ccccc12,1,-2,8,-2,-1.7,11,-1,0.8,12,-3.0
CN(C)S(=O)(=O)c1cccc(-c2nnc(-c3ccccc3)o2)c1,3,1,5,0,nt,-15,0,1.3,26,-0.5
COC(=O)[C@H](CCSC)NC(=O)N1CCN(c2cccc(C(F)(F)F)c2)CC1,2,3,3,4,nt,1,-3,5.1,12,-0.5
O=S(=O)(Cc1cc(-c2ccccc2)no1)c1ccccc1,4,5,0,-13,nt,-17,-2,0.3,9,i
O=C(O)CSCC(=O)Nc1ccccn1,0,-4,0,-5,nt,12,3,-1.6,6,-0.4
Cc1ccccc1SCC(=O)Nc1ccc(N2CCOCC2)cc1,1,6,2,5,nt,5,-3,2.1,12,-0.6
CCn1c(-c2cccnc2Cl)nc2cc(Cl)c(Cl)cc21,4,-8,2,-8,3.2,-3,-2,1.3,-7,1.8
Cc1ccc(NC(=O)CN(C)C(=O)/C=C/c2cccc(F)c2)cc1,-1,-4,4,-11,nt,-2,0,-3.2,31,-1.0
COc1ccc(C(NC(=O)/C=C/c2ccco2)c2ccc(OC)cc2)cc1,2,-16,6,-7,nt,-7,2,-0.8,8,-2.6
COc1cccc(-c2noc(Cn3nc(C)c([N+](=O)[O-])c3C)n2)c1,-1,-4,15,-18,nt,3,0,3.6,10,-0.3
O=C(Cn1cc(COc2ccccc2[N+](=O)[O-])nn1)c1ccc(O)cc1,1,nt,25,7,0.5,1,nt,nt,nt,-0.4
Cc1ccccc1NC(=O)Cc1nc(COC(=O)CCC(=O)c2ccccc2)cs1,-3,0,4,-1,-0.2,1,nt,-1.3,nt,i
COC(=O)c1ccc(/C=N\N2CCN(Cc3ccc(C)cc3)CC2)cc1,-5,4,11,nt,-1.6,-6,-1,-2.3,15,-0.2
CN(Cc1ccccc1)C(=O)COC(=O)C12CC3CC(CC(Br)(C3)C1)C2,-2,4,-7,-29,-0.5,-8,nt,-0.4,nt,i
O=C(COc1ccc(C(=O)c2ccc(F)cc2)cc1)NCc1ccc(F)cc1,-5,-8,-1,-3,-0.9,-11,1,2.2,-13,i
Cc1ccc(NC(=O)CN2C(=O)S/C(=C\c3cccn3-c3cccc(C(=O)O)c3)C2=O)cc1C,0,-4,-1,-7,nt,-15,4,1.0,nt,-0.2
COc1ccc(C(=O)CC(C(=O)O)c2ccc3c(c2)OCO3)cc1OC (centres undefined),-1,nt,3,nt,-1.3,8,nt,nt,nt,i
COc1ccc(CCNC(=O)CCN2C(=O)COc3ccccc32)cc1OC,3,1,-4,-2,-0.5,2,0,0.0,-13,-0.5
C=CCNC(=S)N1CCC2CC1c1c(Cl)cccc12 (centres undefined),-1,nt,-1,nt,-0.3,5,nt,nt,nt,i
COc1ccc(C(=O)COC(=O)CN2CC(=O)Oc3ccccc32)cc1Br,4,-1,-2,80*,-0.2,2,0,-0.3,10,0.5
O=C(Nc1ccc(CN2CCOCC2)cc1)c1ccc2ccccc2c1,2,-13,6,-8,-1.0,7,-3,5.0,6,-0.8
O=C(CN1CCN(S(=O)(=O)c2ccc(F)c(Cl)c2)CC1)N1CCc2ccccc21,-1,-5,-7,-10,3.4,-1,nt,-0.5,nt,-0.7
C=C(C)CNC(=S)N/N=C/c1ccc(NC(C)=O)cc1,-4,-4,18,nt,0.5,2,0,1.1,14,i
